Screening results (PubChem BioAssay)
Glioma ERSR ind: induces the endoplasmic reticulum stress response in human glioma cells | 0.02% of 420,000 active | U87-MG GRP78 promoter luciferase reporter, 16 h | Potency, µM, inactives show at the highest dose activation, usual class: activators; also: potency is read from the fitted curve at half-maximal effect; series mostly up to about 76 µM; % of control where 0% means no effect; nearly all actives have a fitted effect of over 35% in size
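Stably transfected U87-MG human glioma cells carrying a GRP78-based luminescent sensor were seeded at 1000 cells/well, pin-dosed with compounds and incubated 16 h. Luciferase reagent was then added, and end-point luminescence was read after 10 min at room temperature.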
RGS4 inh: blocks human RGS4-accelerated GTP hydrolysis. P49798. Potency, µM (titrated, usually from 114 µM), inactives show top-dose activity change, negative = inhibition, usual class: inhibitors. AID 504845. Transcreener GDP fluorescence polarization, RGS4-accelerated GTP hydrolysis. 0.039% of 390,000 active; also: potency is read from the fitted curve at half-maximal effect; % is scaled to controls: 0 for no effect and ±100 for the full control effect; nearly all actives have a fitted effect of over 75% in size; some results filed as inactive show a strong effect at the top dose
Target sequence (P49798 whole entry, looked up): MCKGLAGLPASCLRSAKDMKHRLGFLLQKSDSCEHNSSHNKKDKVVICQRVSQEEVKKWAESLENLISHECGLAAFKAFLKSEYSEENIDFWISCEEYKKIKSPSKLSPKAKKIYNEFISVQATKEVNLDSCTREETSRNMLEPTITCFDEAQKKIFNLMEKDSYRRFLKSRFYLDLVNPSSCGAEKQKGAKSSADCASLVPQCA
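MLSMR compounds (23 nl, pin-transferred) preincubated 10 min at room temperature with a 500nM (2x) first reagent, then RGS4 at 900nM (2x) plus Transcreener GDP mix added; fluorescence polarization (620/688 nm) read before and after 90 min at 30 °C.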
LDHA block: LDHA (human) enzyme inhibition; AID 1347041; activity change, % (values are at about 110 or 230 µM); 0.15% of 480,000 active; purified LDHA, NADH/diaphorase-resazurin fluorescence; active compounds read low; P00338; in the data active = activity change below about -30%; inconclusive = mostly about -25% to -30%;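 also: plate controls were DMSO wells for no effect and wells without enzyme for full effect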
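Remaining NADH was detected by diaphorase (0.133 mg/mL) converting 37 µM resazurin to fluorescent resorufin, read at 0 and 20 minutes. The preceding 5-minute room-temperature reaction used 2 nM LDHA, 0.2 mM sodium pyruvate and 0.06 mM NADH at pH 7.4.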
Vif-A3F inh: Vif-A3F binding inhibition; Potency, µM (series often up to 46.1 µM), without a hit: at the top dose activity, negative = active; 0.2% of 390,000 active; AID 602313; HeLa A3F-eYFP + Vif (tagged APOBEC3F with the HIV-1 protein that degrades it), YFP fluorescence increase; also: potency is read from the fitted curve at half-maximal effect; % of control where 0% means no effect; nearly all actives have a fitted effect of over 65% in size
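Fluorescence increase (Ex 488/Em 500-530) after overnight compound treatment at 37 deg C flags inhibition of Vif-driven A3F-eYFP loss in stable HeLa A3F-eYFP/Vif cells seeded overnight beforehand.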
Vif-A3G inh: inhibitors of Vif-APOBEC3G interaction | HeLa A3G-eYFP + Vif (tagged APOBEC3G with the HIV-1 protein that degrades it), YFP fluorescence, overnight | Potency, µM (top dose mostly 46.1 µM), for the others: at the top dose activity, negative = active, most hits filed as inhibitors | 0.076% of 410,000 active;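 also: potency is read from the fitted curve at half-maximal effect; % is scaled to controls: 0 for no effect and ±100 for the full control effect; nearly all actives have a fitted effect of over 60% in size; hits raise eYFP signal because A3G escapes Vif-driven loss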
Target sequence (Q9HC16 whole entry, looked up): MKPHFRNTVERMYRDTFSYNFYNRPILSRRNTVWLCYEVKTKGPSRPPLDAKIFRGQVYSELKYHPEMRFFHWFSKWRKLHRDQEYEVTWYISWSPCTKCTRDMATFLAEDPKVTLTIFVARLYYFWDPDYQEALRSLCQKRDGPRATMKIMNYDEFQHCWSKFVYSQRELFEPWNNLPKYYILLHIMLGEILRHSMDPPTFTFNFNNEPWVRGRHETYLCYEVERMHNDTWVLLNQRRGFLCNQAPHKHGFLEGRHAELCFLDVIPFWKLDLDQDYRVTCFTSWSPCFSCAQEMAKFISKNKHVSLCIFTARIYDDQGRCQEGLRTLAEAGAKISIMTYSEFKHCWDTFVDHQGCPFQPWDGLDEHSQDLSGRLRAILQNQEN
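Read-out is eYFP fluorescence (Ex 488/Em 500-530) from Vif-expressing HeLa A3G-eYFP cells; more signal means A3G escaped Vif-mediated degradation. Cells plated overnight, compound pinned in, incubated overnight at 37 deg C.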
TrxR1 substrate: is turned over as a substrate by rat TrxR1 | O89049 | purified TrxR1 substrate turnover, NADPH consumption readout | Potency, µM (top dose mostly 114 µM), without a hit: top-dose activity change, negative = substrate turnover | 0.01% of 390,000 active; also: potency is read from the fitted curve at half-maximal effect; % is scaled to controls: 0 for no effect and ±100 for the full control effect; nearly all actives have a fitted effect of over 50% in size
Target sequence (O89049 whole entry, looked up): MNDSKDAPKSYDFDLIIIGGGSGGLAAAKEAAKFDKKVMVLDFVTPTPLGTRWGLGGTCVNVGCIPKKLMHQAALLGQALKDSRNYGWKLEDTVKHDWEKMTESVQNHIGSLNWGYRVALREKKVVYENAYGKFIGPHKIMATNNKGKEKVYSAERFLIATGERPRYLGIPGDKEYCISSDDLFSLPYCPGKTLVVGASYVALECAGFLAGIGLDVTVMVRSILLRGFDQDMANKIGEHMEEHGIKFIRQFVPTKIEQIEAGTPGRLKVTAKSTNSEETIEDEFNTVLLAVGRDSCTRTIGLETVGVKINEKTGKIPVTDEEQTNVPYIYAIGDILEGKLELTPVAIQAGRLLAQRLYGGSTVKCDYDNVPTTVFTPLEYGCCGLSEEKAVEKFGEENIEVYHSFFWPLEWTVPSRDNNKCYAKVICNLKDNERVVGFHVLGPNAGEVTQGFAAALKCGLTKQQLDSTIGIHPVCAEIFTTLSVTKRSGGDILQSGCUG
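Rat TrxR1, dispensed at 90 nM, was prereduced with 400 uM NADPH (final) for 5 min at ~22 deg C, then incubated with compound 15 min before 400 uM selenite. A first-read NADPH fluorescence drop versus no-compound background flagged substrates.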
TrxR1 inh: inhibitors of rat thioredoxin reductase 1; O89049; recombinant rTrxR1, NADPH fluorescence consumption, selenite substrate; Potency, µM (series often up to 114 µM), without a hit: at the highest dose activity change, negative = inhibition, usual class: inhibitors; 1% of 390,000 active; also: potency is read from the fitted curve at half-maximal effect; % is scaled to controls: 0 for no effect and ±100 for the full control effect; nearly all actives have a fitted effect of over 65% in size
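Rat TrxR1 (90 nM in the dispensed reagent) was pre-reduced with 400 uM NADPH for 5 min at room temperature, then incubated with compound for 15 min. After 400 uM selenite was added, NADPH fluorescence (Ex 340/Em 450 nm) was followed for 8 min.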
IDH1 R132H inh: blocks human mutant IDH1 R132H enzyme; O75874; IDH1-R132H enzyme, NADPH consumption, diaphorase/resazurin fluorescence; Potency, µM (top dose mostly 76.6 µM), for inactives: top-dose activity change, negative = inhibition, most hits filed as inhibitors; 0.093% of 390,000 active; also: potency is read from the fitted curve at half-maximal effect; % is scaled to controls: 0 for no effect and ±100 for the full control effect; nearly all actives have a fitted effect of over 65% in size
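IDH1-R132H (0.5 ug/mL dispensed) in pH 7.5 Tris buffer was preincubated 30 min with compound, then given a substrate mix of 0.016 mM NADPH and 2 mM alpha-KG for 80 min at room temperature; remaining NADPH was read by diaphorase/resazurin fluorescence.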
USP1-UAF1 inh: USP1/UAF1 (human) deubiquitinase inhibition | O94782 | recombinant USP1/UAF1, Ub-Rhodamine cleavage fluorescence | Potency, µM (highest dose often 57.1 µM), inactives show top-dose activity change, negative = inhibition, hits mostly inhibitors | 0.23% of 390,000 active; also: potency is read from the fitted curve at half-maximal effect; % is scaled to controls: 0 for no effect and ±100 for the full control effect; nearly all actives have a fitted effect of over 60% in size; inactives centre near -12
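USP1/UAF1 complex at 1 nM was preincubated with compound for 15 min at room temperature, then Ub-Rho substrate (150nM final) was added. Fluorescence (480/540 nm) was read kinetically, 6 reads every 60 seconds.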
Numbers without * were called inactive; u = inconclusive; x = no result given; & = joins results of further samples; ! = repeats disagree; [ ] = remark or other dose. Unless noted, calls follow the shape of the dose curve; as a rule, active = well fitted curve in the direction sought with a large enough effect; inconclusive = small, poorly fitted or top-dose-only effect, or another doubt; inactive = no such curve, though single readings can be large; an effect the other way counts as inactive or inconclusive.

SMILES	Glioma ERSR ind	RGS4 inh	LDHA block	Vif-A3F inh	Vif-A3G inh	TrxR1 substrate	TrxR1 inh	IDH1 R132H inh	USP1-UAF1 inh
CCc1ccccc1NC(=O)c1nc(-c2ccncc2)no1	-3%	5%	-13	-1%	3%	-3%	1%	38%[activator]	5%
COC(=O)c1cc(CN2CCN(c3ccccc3)CC2)ccc1O	-4%	14%	2	-19%	3%	8%	23%	-1%	-5%
COc1cc(OC)cc(C(=O)NCC(=O)OCC(=O)C(C)(C)C)c1	3%	u	-1	2%	2%	0%	17%	1%	-15%
COc1cc(NC(=O)c2ccccc2)c(OC)cc1Cl	3%	-14%	-2	2%	-6%	-14%	-12%	2%	-18%
COC(=O)C1=C(CS(=O)(=O)c2cc(Cl)ccc2OC)NC(=O)NC1c1ccccc1 (stereo unspecified)	-2%	-9%	-4	-7%	-2%	3%	11%	8%	-9%
Cc1cccc(COCC(Cc2ccccc2)N2CCN(C(=O)c3cc(Cl)cc(Cl)c3)CCC2=O)c1 (stereo unspecified)	-1%	-5%	1	-9%	-8%	0%	14%	2%[38.3 µM]	-33%
CCOc1cc(/C=N/NC(N)=O)cc(Br)c1OCC(=O)Nc1cccc2ccccc12	6%	-39%	2	-10%	-14%	-9%	31%[57.1 µM]	4%	-19%
COc1ccc(CCNc2oc(COc3ccccc3F)nc2C#N)cc1OC	-6%	8%[11.4 µM]	3	8%	6%	-5%	-25%	4%	-13%
CC1=NN(/C(=N\c2nnc(C)s2)Nc2ccc(C)cc2)[C@H](c2ccc(C)cc2)S1	4%	-25%	1	0%	1%	2%	4%	8%	-6%
Nc1c(C(=O)NCCc2ccccc2)nnn1Cc1ccc(Br)cc1F	-1%	-29%	-11	1%	-2%	-1%[57.1 µM]	13%[57.1 µM]	5%	-12%
Cc1cc(C)nc(SCC(=O)Nc2cccc(S(=O)(=O)N(C)C)c2)n1	-2%	24%	-7	8%	1%	1%[57.1 µM]	6%[57.1 µM]	9%	4%
C/C(=N\NC(=O)c1ccc(OC2OCCOC2Oc2ccc(C(=O)N/N=C(\C)c3ccncc3)cc2)cc1)c1ccncc1 (stereo unspecified)	-4%	u	1	-19%	2%	7%	9%	11%	-24%
COc1cc(/C=C/C(=O)N2CCc3ccccc3C2)cc(OC)c1OC	3%	21%	-1	-18%	-2%	11%	25%[2.29 µM]	-4%	-26%
O=C(NCCS(=O)(=O)N1CCN(Cc2ccccc2)CC1)c1ccc(F)cc1	-4%	-3%	1	3%	-5%	-3%[57.1 µM]	3%[57.1 µM]	0%	-3%
O=C(CSc1nc(-c2ccccc2)c(-c2ccccc2)o1)N1CCCCC1	-3%	x	-3&4	13%	-15%	x	x	-5%	-21%
COc1ccc(/C=N/N2CCOCC2)cc1COc1ccc(Cl)cc1	2%	-39%	-2	-6%	-24%	-13%	9%	3%	0%
O=c1cc(CNc2cc(C(F)(F)F)cc(C(F)(F)F)c2)nc2sccn12	-5%	15%	-3	-8%	-23%	-17%	-12%	6%	-4%
Cc1ccc(S(=O)(=O)N2CCOCC2)cc1C(=O)Nc1cc(S(=O)(=O)N2CCCCC2)ccc1O	0%	-5%	-7	1%	-4%	4%	8%	-3%	-4%
Cc1ccc(CS(=O)(=O)Cc2ccc(C(=O)NCc3cccs3)o2)cc1	-2%	5%	-5	-3%	2%	4%	14%	3%	-14%
Cc1cc(C)cc(NC(=O)C2CCCN(C(=O)c3cnn(-c4ccccc4)c3-n3cccc3)C2)c1 (stereo unspecified)	-2%	-12%	2	-8%	-9%	-5%	10%	0%	-31%
CCCCCc1cc(O)c2c(C)cc(=O)oc2c1	-7%	-17%	0	5%	0%	-4%	4%	1%	-10%
O=C(NCCCN1CCOCC1)c1onc(CSc2ccccn2)c1C(=O)NCCCN1CCOCC1	-3%	-13%	-1	-2%	0%	2%	4%	1%	-8%
Cc1nnc2sc(SCc3ccc(Cl)cc3)nn2c1=O	-1%	-9%	-7	-15%	-2%	-9%	2%	7%	-22%
CCc1ccc2c(CN(C)Cc3ccccc3OC)cc(=O)oc2c1	-1%	-18%	-20	-9%	-6%	-2%[57.1 µM]	-10%	0%	-18%
C/C=C/COc1nc2c(c(=O)n(C)c(=O)n2C)n1C	-4%	-71%[11.4 µM]	-2	5%	0%	-1%	-6%	6%	-12%

A run of entries from further up, for reference:
SMILES	Glioma ERSR ind	RGS4 inh	LDHA block	Vif-A3F inh	Vif-A3G inh	TrxR1 substrate	TrxR1 inh	IDH1 R132H inh	USP1-UAF1 inh
CCc1ccccc1NC(=O)c1nc(-c2ccncc2)no1	-3%	5%	-13	-1%	3%	-3%	1%	38%[activator]	5%
COC(=O)c1cc(CN2CCN(c3ccccc3)CC2)ccc1O	-4%	14%	2	-19%	3%	8%	23%	-1%	-5%
COc1cc(OC)cc(C(=O)NCC(=O)OCC(=O)C(C)(C)C)c1	3%	u	-1	2%	2%	0%	17%	1%	-15%

The listing continues.
SMILES	Glioma ERSR ind	RGS4 inh	LDHA block	Vif-A3F inh	Vif-A3G inh	TrxR1 substrate	TrxR1 inh	IDH1 R132H inh	USP1-UAF1 inh
Cn1c(=O)n(Cc2ccccc2)c(=O)c2c1nc1n2CCCN1Cc1ccccc1	-4%	-17%	-4	7%	1%	6%[57.1 µM]	19%[57.1 µM]	2%	-9%
CCCn1c(CCC(=O)Nc2cc(C(=O)OC)cc(C(=O)OC)c2)nc2cccnc21	4%	-3%	3	5%	-5%	24%	8%	3%	-24%
COc1ccc2c(CNCc3ccc(Cl)cc3)c(C(=O)O)n(Cc3ccccc3C)c2c1	-3%	6%	-3	0%	3%	-4%	11%	-3%	0%
Cc1cc(O)c2c(CN3CCN(Cc4ccccc4)CC3)cc(=O)oc2c1	-4%	-17%	-31*!	-2%	-1%	0%	13%	1%	-21%
O=C(CSc1nccc(=O)[nH]1)Nc1ccc(F)c(Cl)c1	-4%	-28%	-6	-6%	1%	6%	27%	-5%	-17%
CCCCOCC(O)CCc1n[nH]c(=S)n1-c1ccccc1 (stereo unspecified)	-1%	2%	-7	-13%	6%	2%	-5%	0%	-18%
COc1cccc(CNC(=O)CCc2cn(Cc3ccccc3Cl)c3ccccc23)c1	0%	30%	-10	7%	10%	-6%	10%	-26%	-11%
COCCCNC(=O)c1ccc(Cn2c(=O)c3ccccc3n(Cc3ccccc3C#N)c2=O)cc1	-13%	-15%	1	-6%	-29%	4%	-1%	3%	-3%
COc1ccccc1CNC(=O)CCc1c(C)nn(-c2ccc(N3CCOCC3)nn2)c1C	1%	-19%	2	-6%	1%	6%[57.1 µM]	14%[57.1 µM]	10%	-16%
O=C(c1ccco1)N1CCN(C(=O)c2cnn(-c3ccc(F)cc3)c2-n2cccc2)CC1	-2%	x	-10	-8%	-9%	x	x	-4%	10%
O=C1c2ccccc2C(=O)N1CCOc1ccccc1Cl	2%	27%	-6	-10%	-3%	-8%	9%	-10%	-9%
COC(=O)c1ccc(CSc2nnc(-c3c[nH]c4ccccc34)n2-c2ccccc2)cc1	3%	12%	-5	-2%	-4%	-13%	-7%	-6%	-6%
Cc1nn2c(-c3ccc(Cl)cc3Cl)nnc2s1	-5%	-6%	-1	7%	-5%	-3%	23%[57.1 µM]	6%	-10%
O=C(Nc1ccc2ccccc2c1)c1cccnc1	-4%	-18%	2	5%	0%	4%	13%	5%	-16%
O=C(NCCCn1ccnc1)c1ccco1	-5%	12%	-14	-7%	0%	0%	2%	5%	-6%
C/C(=N\NC(=O)c1cc(C)nc2ccc(C)cc12)c1ccncc1	-4%	-3%	-3	1%	-4%	1%	12%	-1%	-24%
O=C(/C=C\Nc1ccccc1Br)c1ccc2c(c1)OCO2	-7%	-6%	-13	6%	-2%	-13%	26%[57.1 µM]	6%	-15%
Cc1ccc(-c2c(C(=O)N/N=C/c3ccco3)nnn2-c2nonc2N)cc1	-8%	-27%	0	3%	-1%	-9%	1%	22%	-15%
CC(OC(=O)C1=COCCO1)C(=O)c1ccc(Br)cc1 (stereo unspecified)	2%	7%	-1	-7%	2%	8%[57.1 µM]	17%[57.1 µM]	5%	-13%
CCOC(=O)[C@@H]1[C@H]2COc3ccc(Br)cc3[C@@H]2N2C(=O)N(c3ccc(Cl)cc3)C(=O)[C@@]12C	-2%	21%	-10	0%	-1%	0%	29%	-2%	5%
CCC(C)(C(=O)NC1CCCC1)N(C(=O)c1cnccn1)c1ccccc1 (stereo unspecified)	-3%	9%	-6	2%	3%	3%	7%	-11%	-27%
COCCn1c(N)c(N(Cc2ccccc2)C(=O)CSCC(=O)Nc2ccc(OC)cc2)c(=O)[nH]c1=O	-3%	-21%	-3	9%	1%	-7%[57.1 µM]	8%	3%	-11%
Cc1ccc(N2CCN(C(=O)c3cn(C)c4ccc(S(=O)(=O)N5CCC(C)CC5)cc4c3=O)CC2C)cc1 (stereo unspecified)	-3%	-9%	3	9%	-3%	-3%	21%	18%	-12%
CCCCNC(=O)C1CCN(S(=O)(=O)N2CCOCC2)CC1	1%	12%	-10	-6%	0%	-5%	-9%	0%	-4%

Only part of the results is shown; rates above refer to the full screens.
